Source: PubChem BioAssay (several laboratories)
Rv3671c protease = inhibits the M. tuberculosis serine protease Rv3671c | P9WHR9 | actives 0.048% (n = 320,000) | inhibition, % at 5.96 µM; in the data active = inhibition above about 38%;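 note: extracellular domain of Rv3671c used as enzyme; 0% = enzyme with DMSO and 100% = no enzyme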
Target sequence (P9WHR9 whole entry, looked up, the tested form may be a part): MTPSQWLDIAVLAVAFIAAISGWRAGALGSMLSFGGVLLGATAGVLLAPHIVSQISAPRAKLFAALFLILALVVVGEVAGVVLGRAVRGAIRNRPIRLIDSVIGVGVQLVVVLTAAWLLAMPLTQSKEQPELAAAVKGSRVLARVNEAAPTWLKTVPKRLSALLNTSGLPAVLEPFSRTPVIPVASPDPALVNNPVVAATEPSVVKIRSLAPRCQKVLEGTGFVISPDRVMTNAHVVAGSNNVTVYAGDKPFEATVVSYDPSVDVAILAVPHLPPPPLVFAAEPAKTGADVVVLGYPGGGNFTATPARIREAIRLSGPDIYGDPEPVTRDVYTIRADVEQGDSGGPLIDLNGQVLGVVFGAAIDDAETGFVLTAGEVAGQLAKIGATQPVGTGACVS
MazF activator = activators of E. coli MazEF toxin-antitoxin RNase; activation, % at 20 µM; FAM/BHQ RNA-DNA oligo cleavage fluorescence, 5 h; P0AE70; AID 504720; actives 0.32% (n = 350,000); in the data active = activation above about 50%
Target sequence (P0AE70 whole entry, looked up): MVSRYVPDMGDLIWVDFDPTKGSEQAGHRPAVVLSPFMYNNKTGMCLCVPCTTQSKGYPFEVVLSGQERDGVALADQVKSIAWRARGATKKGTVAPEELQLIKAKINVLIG
SSB-PriA inh = K. pneumoniae PriA-SSBct interaction inhibition; actives 0.6% (n = 430,000); inhibition, % at 33 µM; AlphaScreen SSBct-PriA binding, biotinylated peptide; in the data active = inhibition mostly above about 37%, no sharp cut-off; inactive = mostly below about 20%;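 note: plate controls were negative control peptide for no effect and reference peptide for full effect; strong numbers were not always called active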
3CLpro inhibitor = SARS-CoV 3CLpro protease inhibition; P0C6X7; recombinant SARS-CoV 3CLpro, quenched FRET peptide cleavage; inhibition, % at 6 µM; actives 0.14% (n = 290,000); in the data active = inhibition above about 12%
VHR inh abs = inhibitors of human VHR1 phosphatase (DUSP3). recombinant VHR phosphatase, pNPP absorbance. inhibition, % at 13.3 µM. actives 0.52% (n = 290,000). AID 1654; in the data active = inhibition above about 50%; note: some compounds called inactive have numbers as strong as hits
Target sequence (P51452 whole entry, looked up): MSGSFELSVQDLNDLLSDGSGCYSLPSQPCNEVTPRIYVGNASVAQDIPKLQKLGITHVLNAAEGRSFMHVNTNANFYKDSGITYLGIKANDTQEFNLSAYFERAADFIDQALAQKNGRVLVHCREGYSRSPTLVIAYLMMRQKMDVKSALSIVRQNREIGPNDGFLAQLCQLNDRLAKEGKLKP
BoNT-F LC inh = blocks Botulinum neurotoxin F light chain protease. actives 0.22% (n = 360,000). Multiplex microsphere protease cleavage assay, flow cytometry. AID 588497. inhibition, % at 10 µM; in the data active = inhibition above about 35%, passing the limit was not always enough; inconclusive = no clear call, values can overlap the other calls; note: plate controls were buffer without enzyme for full effect and enzyme alone for no effect
BoNT A protease = inhibitors of Botulinum neurotoxin A light chain protease; actives 0.17% (n = 360,000); multiplex microsphere protease substrate cleavage, flow cytometry; inhibition, % at 10 µM; note: plate controls were buffer without enzyme for full effect and enzyme alone for no effect
CCHFV vOTU inh = blocks the CCHF virus ovarian tumor domain protease | CCHFV vOTU protease, Pep-AMC fluorescence | inhibition, % at 11.5 µM | actives 0.55% (n = 370,000); in the data active = inhibition above about 30%; note: 0% = vehicle wells with enzyme and 100% = no enzyme wells
Anthrax LF prot = blocks Bacillus anthracis lethal factor protease; P15917; multiplex microsphere protease cleavage assay, LF; inhibition, % at 10 µM; actives 0.12% (n = 360,000); AID 588501; note: plate controls were buffer without enzyme for full effect and enzyme alone for no effect
PrPC surface inh = reduces human prion protein on the cell surface. P04156. inhibition, % at 13.8 µM. actives 0.43% (n = 370,000). cell surface PrPC, TR-FRET read-out. AID 720596; in the data active = inhibition above about 24%; note: 0% = median of the test wells and 100% = reference compound wells
An asterisk follows results filed as active; ? = inconclusive; . = no result given. Cut-off read from the data, not from the text of the source, unless noted: active = inhibition above about 30%; inconclusive = no clear call, values can overlap the other calls; inactive = below that. This is a subset; rates above refer to the full screens.

item | structure | Anthrax LF prot | Rv3671c protease | VHR inh abs | 3CLpro inhibitor | BoNT A protease | CCHFV vOTU inh | SSB-PriA inh | BoNT-F LC inh | PrPC surface inh | MazF activator
1 | CC1CCC2C(=O)N(c3cccc(OS(=O)(=O)c4ccccc4)c3)C(=O)C2C1 (configuration not stated) | -3 | -8 | 37 | 7 | 0.0 | 13 | -14 | -1 | 3 | -5
2 | O=C(O)c1cc([N+](=O)[O-])c(Nc2cccc3ccccc23)c([N+](=O)[O-])c1 | -2 | 0 | 17 | 4 | 0.5 | 9 | 16 | 11 | -12 | 11
3 | Cc1ccc(C(=O)NCCc2ccc(S(N)(=O)=O)cc2)cc1[N+](=O)[O-] | 1 | -11 | 6 | 1 | -1.0 | 16 | -7 | -4 | 0 | -7
4 | CCc1ccccc1N1CC(C(=O)O)CC1=O (configuration not stated) | 2 | -1 | 7 | -1 | 0.4 | 2 | -13 | 9 | -1 | -10
5 | CNc1cncc(-c2ccc(CN3CCOCC3)cc2)n1 | -3 | . | . | . | -0.6 | -225 | . | -6 | -15 | .
6 | O=C(NCCc1ccccc1)C1CCCN(S(=O)(=O)c2cccs2)C1 (configuration not stated) | -3 | 1 | 32 | 0 | -0.1 | 8 | -3 | -2 | 11 | -2
7 | Cc1ccc(F)cc1NC(=O)N1CCNC(=O)C1CC(=O)Nc1cc(Cl)ccc1Cl (configuration not stated) | 0 | -3 | 24 | 0 | 1.1 | 9 | 2 | 4 | 0 | 5
8 | O=C(Nc1ccc(N2C(=O)C3C4C=CC(C4)C3C2=O)cc1)Nc1nncs1 (configuration not stated) | -1 | -6 | -2 | . | -0.2 | -1 | -10 | -6 | 1 | -1
9 | CC(C)(C)C(=O)CN1C(=O)NC2(CCc3ccccc32)C1=O (configuration not stated) | -2 | 5 | 2 | 2 | -0.4 | 0 | -1 | -7 | 7 | -6
10 | Cc1nc2ccccc2n1CC(O)COc1ccccc1Cl (configuration not stated) | 1 | 4 | 19 | 2 | 1.4 | 8 | 2 | 1 | 8 | 5
11 | Cc1ncccc1C(=O)N1CCCC(c2cc(C(=O)Nc3ccc(C(C)(C)C)cc3)no2)C1 (configuration not stated) | 1 | . | . | . | -0.1 | 5 | . | -7 | -1 | .
12 | Cn1c(=O)c2c(-c3ccc(C(C)(C)C)cc3)n(N3CCOCC3)cc2n(C)c1=O | 6 | 2 | -16 | 2 | -0.3 | -4 | 5 | -6 | -5 | 7
13 | CCN(CC)S(=O)(=O)c1ccc(N2CCN(c3ccccc3O)CC2)nc1 | 4 | 3 | 14 | 2 | -1.0 | 17 | 4 | -22 | 1 | -4
14 | O=C(NNS(=O)(=O)c1ccc(F)cc1)c1ccccc1 | 4 | -2 | 0 | 3 | -1.1 | 1 | -2 | 1 | -6 | -24
15 | Cc1ccc(-n2c(=O)c(C#N)cc3c(=O)n4cccc(C)c4nc32)cc1 | 0 | -5 | 36 | 2 | ? | -45 | 0 | -7 | 0 | 21
16 | CCCc1cc(C(=O)NCc2ccc(OC)cc2)no1 | -1 | -5 | 17 | 0 | 0.3 | 4 | -9 | 8 | -4 | -5
17 | COc1cccc(/C=C2\N=C(C3CCCCC3)OC2=O)c1OC | -4 | -2 | 12 | 0 | -0.4 | -8 | 5 | -2 | 3 | 9
18 | Cc1ccc(N2CC(C(=O)Nc3nc4ccc(S(C)(=O)=O)cc4s3)CC2=O)cc1C (configuration not stated) | -1 | -5 | 48 | -2 | 1.3 | 1 | -6 | -5 | -2 | -18
19 | COc1ccc(-c2c(-c3cc(OC)cc(OC)c3)n(C)c3ccc(-c4ccc(OC)cc4F)cc23)cc1 | 1 | 1 | . | . | 0.6 | 1 | -37 | -7 | 1 | -12
20 | O=C(NCc1nnc(SCC(=O)N2CCCC2)o1)c1ccccc1F | -3 | 3 | -2 | 4 | -0.2 | 7 | -2 | -12 | -5 | 1
21 | COc1cccc2[nH]c3c(N4CCN(Cc5ccc6c(c5)OCO6)CC4)ncnc3c12 | . | 11 | -8 | -3 | . | -48 | . | . | 1 | .
22 | Nc1ccc2oc(-c3cccc4ccccc34)nc2c1 | -1 | 3 | 12 | 3 | -0.6 | 8 | -47 | -4 | 3 | 2
23 | CCOC(=O)c1c(C)[nH]c(C(=O)COC(=O)CNC(=O)c2ccc(Cl)cc2Cl)c1C | 4 | 3 | -6 | -2 | 0.1 | 1 | -12 | -9 | -2 | -10
24 | COc1cc2c(cc1O)[C@@H]1Cc3cc(O)c(OC)cc3[C@H](C2)N1C | -10 | 0 | 19 | . | -0.2 | 2 | -7 | -3 | 0 | 2
25 | CCOc1ccc(-n2nc(C(=O)N3CCN(CC)CC3)c3ccccc3c2=O)cc1 | -4 | 3 | -8 | 4 | 0.5 | -1 | 0 | -3 | 6 | -10
26 | CCc1ccccc1NC(=O)/C(C#N)=C/c1ccc(Sc2ccccc2)o1 | 3 | -22 | -11 | -5 | 2.8 | 2 | 1 | -3 | -3 | -93
27 | Cc1c(CC(=O)N[C@@H](C)C(=O)O)c(=O)oc2cc3occ(-c4ccccc4)c3cc12 | -7 | -6 | -5 | 0 | -3.9 | 9 | -35 | -5 | 2 | -5
28 | COC(=O)c1cn(C(=O)c2ccc(F)cc2)c2ccccc12 | 1 | -3 | -12 | -1 | -22 | 1 | -13 | -19 | -1 | 12
29 | Clc1ccc(SCc2cc(N3CCOCC3)nc(-c3ccccn3)n2)cc1 | -2 | 7 | 10 | 3 | -2.1 | -7 | 8 | -3 | -8 | 3
30 | CC1(C)CC(=O)c2sc(NS(=O)(=O)c3ccccc3)nc2C1 | 2 | -8 | 4 | 5 | -1.2 | -3 | -18 | -2 | -4 | 0
31 | CCC(=O)N1CCC2(CC1)Oc1ccc(F)cc1C(=O)C21CC(c2cccnc2)=NO1 (configuration not stated) | -4 | 6 | 15 | . | 0.2 | 4 | -5 | -5 | 4 | 2
32 | COc1cccc(CNc2nc3cc(-c4ccccc4)sc3c(=O)n2C)c1OC | 0 | . | . | . | 0.3 | -5 | . | -3 | 1 | .
33 | Cc1nc2c(-c3ccccc3)c[nH]n2c(=O)c1Cc1ccccc1 | 0 | -4 | 15 | -3 | -1.3 | -11 | -1 | -2 | -2 | 2
34 | COc1ccc(C(O)c2nc(-c3ccc4c(c3)OCO4)cs2)cc1 (configuration not stated) | 5 | . | . | . | -0.3 | 15 | . | 1 | 0 | .
35 | Cc1ccc(-c2csc(/C(C#N)=C(\O)CCl)n2)cc1 | 5 | . | 23 | 0 | 0.9 | -1 | 9 | -2 | -1 | -6
36 | COc1ccc(CN2CCN(Cc3c[nH]c4ccccc34)CC2)cc1 | 7 | 8 | -5 | 1 | -2.4 | -10 | -11 | -35 | 4 | 13
37 | Cc1cccc(C)c1NC(=O)CC1SC2=NCCN2C1=O (configuration not stated) | 4 | 1 | -13 | 4 | -0.2 | 6 | -6 | ? | 2 | 3
38 | COC(=O)C1=C(c2ccc(F)cc2OCc2ccccc2)C[C@@H]2CC[C@H]1N2C(=O)NCc1ccc(C)cc1 | -3 | -26 | . | . | 0.4 | 2 | -4 | -3 | 2 | -13
39 | O=[N+]([O-])c1ccc(N2CCOCC2)cc1N1CCCCC1 | -4 | 3 | 24 | 2 | -0.4 | 3 | 14 | -4 | -21 | 1
40 | COc1cccc(NC(=O)C23CCC(C)(C(=O)O2)C3(C)C)c1 (configuration not stated) | . | -1 | -2 | 0 | . | 21 | -9 | . | -1 | 3
41 | O=C(CSc1ccc2nnc(-c3cccnc3)n2n1)N1CCOCC1 | -1 | 4 | 15 | -3 | 0.4 | -1 | -21 | -6 | -4 | 13
42 | COC(=O)[C@@H]1OC(=O)[C@H]2O[C@@]23[C@@]1(C)CC[C@@H]1[C@@]2(C)C=CC(=O)OC(C)(C)[C@@H]2CC(=O)[C@]13C | -6 | -1 | . | . | 0.0 | -6 | -3 | -1 | 1 | 4
43 | CC1(C(=O)NCCN2CCOCC2)C=CC2(CCCCC2)N1C(=O)c1ccccc1 (configuration not stated) | 3 | 9 | -7 | 2 | 0.1 | 12 | -12 | -3 | -2 | 1
44 | O=C1CC(N2CCN(S(=O)(=O)c3ccccc3F)CC2)C(=O)N1c1ccccc1Cl (configuration not stated) | 2 | -6 | . | . | 3.0 | 7 | -6 | ? | -1 | 0
45 | CCCc1c(C(=O)N/N=C(\C)c2ccccc2O)nnn1-c1nonc1N | -2 | . | . | . | -0.4 | -10 | . | -5 | -2 | 2
46 | C=CCc1ccc(OCCCCNC(C)CC)c(OC)c1 (configuration not stated) | -1 | 1 | -2 | 3 | 0.7 | -24 | -5 | 7 | -4 | 2
47 | CCOC(=O)C1=NN(c2ccc(OC)cc2)C2C(=O)N(c3ccccc3OC)C(=O)C12 (configuration not stated) | 1 | 12 | 34 | 2 | ? | 6 | -23 | ? | -1 | 3
48 | COc1ccc(C2/C(=C(/O)c3ccc(C)cc3)C(=O)C(=O)N2C)cc1 (configuration not stated) | -8 | 1 | -6 | -2 | -1.6 | 0 | . | -16 | -1 | -3
49 | COC(=O)c1cccc(NC(=O)C2COc3ccccc3O2)c1C (configuration not stated) | -2 | -6 | 17 | . | -1.8 | -1 | -5 | -4 | 2 | 0
50 | COc1cccc(NC(=O)C(c2ccccc2)N2CCNC(=O)C2)c1 (configuration not stated) | 3 | 6 | 37 | -2 | 0.5 | . | . | 0 | . | .
51 | COc1ccc(NC(=O)C2CCN(S(=O)(=O)c3ccc4c(c3)CC(C)N4C(C)=O)CC2)c(OC)c1 (configuration not stated) | 1 | 5 | 32 | 1 | 1.0 | 6 | -8 | 0 | 10 | 11
52 | CC(C)Oc1ccc(/C=C(/NC(=O)c2ccccc2)C(=O)NC(Cc2ccccc2)C(=O)O)cc1 (configuration not stated) | 14 | 9 | 22 | 0 | -1.4 | 6 | -6 | -17 | 10 | -5
53 | COc1cccc(CNC(=O)Cn2nc(C)c3c(C)n(-c4ccc(C)cc4)nc3c2=O)c1OC | -1 | -5 | 8 | -3 | -0.9 | 7 | 3 | 3 | 2 | 9

Compounds listed so far that contain fluorine, in the order listed:
item | structure | Anthrax LF prot | Rv3671c protease | VHR inh abs | 3CLpro inhibitor | BoNT A protease | CCHFV vOTU inh | SSB-PriA inh | BoNT-F LC inh | PrPC surface inh | MazF activator
7 | Cc1ccc(F)cc1NC(=O)N1CCNC(=O)C1CC(=O)Nc1cc(Cl)ccc1Cl (configuration not stated) | 0 | -3 | 24 | 0 | 1.1 | 9 | 2 | 4 | 0 | 5
14 | O=C(NNS(=O)(=O)c1ccc(F)cc1)c1ccccc1 | 4 | -2 | 0 | 3 | -1.1 | 1 | -2 | 1 | -6 | -24
19 | COc1ccc(-c2c(-c3cc(OC)cc(OC)c3)n(C)c3ccc(-c4ccc(OC)cc4F)cc23)cc1 | 1 | 1 | . | . | 0.6 | 1 | -37 | -7 | 1 | -12
20 | O=C(NCc1nnc(SCC(=O)N2CCCC2)o1)c1ccccc1F | -3 | 3 | -2 | 4 | -0.2 | 7 | -2 | -12 | -5 | 1
28 | COC(=O)c1cn(C(=O)c2ccc(F)cc2)c2ccccc12 | 1 | -3 | -12 | -1 | -22 | 1 | -13 | -19 | -1 | 12
31 | CCC(=O)N1CCC2(CC1)Oc1ccc(F)cc1C(=O)C21CC(c2cccnc2)=NO1 (configuration not stated) | -4 | 6 | 15 | . | 0.2 | 4 | -5 | -5 | 4 | 2
38 | COC(=O)C1=C(c2ccc(F)cc2OCc2ccccc2)C[C@@H]2CC[C@H]1N2C(=O)NCc1ccc(C)cc1 | -3 | -26 | . | . | 0.4 | 2 | -4 | -3 | 2 | -13
44 | O=C1CC(N2CCN(S(=O)(=O)c3ccccc3F)CC2)C(=O)N1c1ccccc1Cl (configuration not stated) | 2 | -6 | . | . | 3.0 | 7 | -6 | ? | -1 | 0
